# Growth percent in the NCI-60 one-dose screen (48 h, 10 µM unless noted): 100 = growth as untreated, 0 = no growth, -100 = all killed.
# T-47D = T-47D breast cancer | 79,000 tested, 5% active
# HS 578T = HS 578T breast cancer; 78,000 tested, 4.1% active; AID 1794788
# MDA-MB-468 = MDA-MB-468 breast cancer; 78,000 tested, 8.5% active; AID 2202374
# SR = SR leukemia cells. 73,000 tested, 8.7% active
# BT-549 = BT-549 breast cancer; 78,000 tested, 4.4% active; AID 1794793
# K-562 = K-562 leukemia | 78,000 tested, 7.4% active
# MDA-MB-231 = MDA-MB-231 breast cancer. 81,000 tested, 5% active. AID 1794789
# MCF7 = MCF7 breast cancer; 82,000 tested, 6.3% active
# Numbers without * were called inactive; · = no result given. How the source made its calls: active means growth percent below 10; inactive means the rest.
SMILES,T-47D,HS 578T,MDA-MB-468,SR,BT-549,K-562,MDA-MB-231,MCF7
O=C(CN1CCN(c2cc(=O)[nH]c3ccc(F)cc23)CC1)Nc1ccccc1[N+](=O)[O-],84,92,98,104,95,98,91,91
COC(=O)c1nc(=S)[nH]c(C(=O)OC)c1C(=O)c1ccccn1,52,70,19,-3.8*,50,18,34,15
Nc1c(C(=O)O)cc(Cl)cc1[N+](=O)[O-],96,101,96,109,109,95,91,95
CCC(=O)c1ccccc1C,102,108,97,118,105,111,128,102
COc1cc(NCCCCC(C)N)c2nccc(C)c2c1 (configuration not stated),48,80,11,99,94,80,63,4.2*
OC(Cc1cc(CC(O)(C(F)(F)F)C(F)(F)F)nc(CC(O)(C(F)(F)F)C(F)(F)F)c1)(C(F)(F)F)C(F)(F)F,-1.3*,5.5*,-37*,4.9*,11,9.9*,-46*,4.1*
N#C/C(=C1C=C/C(=N/O)C=C/1Cl)c1ccccc1,·,93,99,105,·,97,96,98
O=C(/C=C/c1ccc(Cl)cc1)Nc1ncc(Cc2ccc(Br)cc2)s1,68,92,78,59,100,37,89,59
CN(C)c1ccc(/C=C2\CCc3ccccc3C2=O)cc1Br,80,112,59,49,89,76,100,78
CC(C)CNCCCCC(=O)Nc1ccc(C(=O)OCC(C)C)cc1,103,107,94,88,106,40,86,107
COc1cc(/C=C/C(=O)c2cc(-c3ccc(O)cc3)ccc2O)cc(OC)c1OC,57,84,98,31,85,59,63,67
C=C(C(=O)O)[C@@H]1CC/C(C)=C/CC[C@@]2(C)O[C@H]2[C@H]1O,98,95,71,87,110,·,105,80
CCCCN(CCCC)S(=O)(=O)c1ccccc1,80,94,·,94,97,142,103,112
C#CC[C@@H]1C[C@]2(C)[C@H]3CC=C4[C@H]5[C@@H](C)[C@H](C)CC[C@]5(C(=O)NCCCN5CCN(CCCN)CC5)CC[C@@]4(C)[C@]3(C)CC[C@H]2C(C)(C)[C@H]1OC(C)=O,·,-25*,-73*,-5.6*,-3.8*,-23*,-70*,-76*
COc1cc(/C=C2\SC(=O)N(Cc3ccc(-c4ccccc4C#N)cc3)C2=O)ccc1O,95,101,100,91,110,97,91,72
N#Cc1c(-c2ccc(Cl)cc2Cl)c(C#N)c(=O)n(-c2ccccn2)c1N,94,94,82,89,86,112,93,95
CCCCNC(=O)Oc1ccc(/C(=C(/C)Cc2ccc(OC)cc2)c2ccc(OCCN3CCCC3)cc2)cc1,32,50,54,-54*,74,-28*,69,18
COc1ccc(NC2CCC(=O)N2CN2C(=O)CCC2Nc2ccc(OC)cc2)cc1 (configuration not stated),80,106,100,101,60,43,60,95
CCc1c2c(c(C)c3oc4cc(OC)ccc4c13)C(=O)N(O)C2=O,107,107,109,120,103,100,111,108
O=C(Nc1ccccc1)Oc1ccc([N+](=O)[O-])cc1,86,119,106,95,104,106,97,90
CCCCCCCCCCCCCCCCCCOc1ccc(CC(=O)NCC[N+](C)(C)C)cc1,89,97,87,75,90,84,93,93
COc1cc2c(c(OC)c1OC)C(=O)CC(c1cccc(NC(=O)c3cc(N)ccc3C)c1)O2 (configuration not stated),47,97,57,·,72,41,66,67
CCOC(=O)NCCCN1c2nc3ccccc3cc2Sc2cc3ccccc3nc21,39,82,·,44,82,81,77,45
CC1(C)CC2=C3C=C[C@@H]4[C@@]5(C)CCC(=O)C(C)(C)[C@@H]5CC[C@@]4(C)[C@]3(C)CC[C@@]2(C(=O)O)C[C@H]1O,20,58,40,24,34,33,-8.8*,15
COc1ccccc1/C=C1\COc2ccc(O)cc2C1=O,83,84,69,12,76,6.9*,121,13
Cc1cccc(NC(=O)c2ccc(Cl)c(Cl)c2)c1,·,84,97,100,·,96,81,76
O=C1C(c2c(O)[nH]c3ccccc23)=Nc2ccccc21,77,84,96,88,138,86,84,66
COc1ccc(/C=N/NC(=O)N2CCN(c3cc4c(cc3F)c(=O)c(C(=O)O)cn4C3CC3)CC2)cc1,103,102,108,141,126,·,101,97
COC(=O)/C=C1/SC(=Nc2cccc(OC)c2)N(CCc2c[nH]c3ccc(O)cc23)C1=O,42,67,49,0.8*,33,34,67,20
NC(=O)c1ncn2c(=O)n(CCF)nnc12,89,103,48,35,110,27,67,58
NCC(O)C(O)C(O)C(O)CO (configuration not stated),84,97,99,97,91,103,92,97
Cc1ccc(S(=O)(=O)CC(=O)c2cc3ccccc3o2)cc1,95,100,101,101,107,107,101,93
CCOC(=O)N1CCN(CCCCOc2ccc(C(C)(C)CC)cc2)CC1,80,108,93,90,82,68,102,103
CC(C)C1CCC(C)C(O)C1 (configuration not stated),·,93,98,96,·,103,94,100
C=CC1OC2C3CC(C2O1)C1OC31 (configuration not stated),97,108,97,103,113,103,111,93
CC(C)C(=O)Nc1ccc(Cl)cc1,116,·,113,103,110,105,112,·
COc1cc2[nH]c(C(=O)c3cc(OC)c(OC)c(OC)c3)c(N)c2cc1C#Cc1ccccc1,69,67,75,74,92,84,82,63
Cc1nc2ccc(Cl)cn2c1[N+](=O)[O-],91,105,93,91,99,88,109,94
CC(=O)Nc1ccc(C)cc1[N+](=O)[O-],90,·,113,84,·,103,110,91
COc1cc(C2CC(c3cccc(Nc4ccncc4)c3)=Nc3c(N)nc(N)nc3N2)cc(OC)c1OC (configuration not stated),109,87,86,90,111,86,98,94
O=C(O)C1Cc2nc[nH]c2CN1CO (configuration not stated),99,115,100,98,103,106,106,98
CC(=O)c1cc(C(=O)c2ccc(Br)cc2)n2ccc(C#N)cc12,103,122,110,113,111,117,103,104
C=CCCC1(C)NC(=O)NC1=O (configuration not stated),·,105,99,94,100,83,101,92
Cc1cc(=O)nc2sccn12,95,121,85,·,100,59,99,100
CC(=O)Nc1nc(C)c(C(=O)N/N=C/c2cccs2)s1,68,85,99,81,120,108,89,76

# Already shown: an excerpt of the list.
SMILES,T-47D,HS 578T,MDA-MB-468,SR,BT-549,K-562,MDA-MB-231,MCF7
CC(C)C1CCC(C)C(O)C1 (configuration not stated),·,93,98,96,·,103,94,100
C=CC1OC2C3CC(C2O1)C1OC31 (configuration not stated),97,108,97,103,113,103,111,93

# New compounds follow
SMILES,T-47D,HS 578T,MDA-MB-468,SR,BT-549,K-562,MDA-MB-231,MCF7
CCCCCCN(CCCCCC)CC(O)c1cccc2ccc(Cl)cc12 (configuration not stated),·,61,88,·,99,33,43,56
O=C(CI)NC1Oc2ccccc2-c2oc(=O)c(-c3ccccc3)cc21 (configuration not stated),-42*,44,-42*,-34*,-56*,-13*,-69*,-53*
COc1ccc(/C=C(/C)c2ccc3ccc(OC)cc3[o+]2)c(O)c1,70,99,68,15,88,32,73,31
Cn1cc(-c2nnc(-c3cn(C)c4ncccc34)o2)c2ccccc21,12,31,-11*,19,42,10,39,20
Cc1cccc([N+](=O)[O-])c1N,109,106,97,102,117,109,109,101
Cc1n[nH]c2ccc([N+](=O)[O-])cc2c1=O,99,115,114,93,107,99,101,90
CC(C)(C)C1CCC(O)(Cc2ccccc2)CC1 (configuration not stated),94,99,104,110,99,84,112,104
CCOC(=O)C1=C(N)Oc2c(sc3c(CC)cccc23)C1c1ccc(F)cc1 (configuration not stated),27,24,46,27,74,11,73,10
O=C(OCCCCOC(=O)n1cnc2ccccc21)n1cnc2ccccc21,92,90,112,85,104,101,95,97
O=C1Nc2ccccc2/C1=N/c1nc(-c2ccc(F)cc2)cs1,77,83,84,82,78,78,76,80
CONC[C@]1(C)C=C2C(=O)[C@](C)(O)C3(CC3)C(C)=C2[C@H]1O,0.0*,-12*,-91*,·,-64*,2.9*,-34*,-36*
COC(=O)/C=C/c1cccc2c1C(=O)NC(C)(c1cc3cc4ccccc4cc3oc1=O)N2 (configuration not stated),72,29,41,28,45,47,29,47
CN(C)S(=O)(=O)O[C@@H]1C(=O)N(c2cc3c4ccccc4ccc3c3ccccc23)[C@H]1c1ccc(F)cn1,80,94,99,79,97,90,85,79
Cc1ccc(NC(=S)NC(=O)c2ccccc2)nc1,69,102,98,86,102,100,89,47
Cn1cc(-c2nn3cc(-c4ccccc4)nc3s2)c2ccccc21,60,62,71,13,78,29,67,56

# An excerpt from above in order of heavy-atom count, lowest first:
SMILES,T-47D,HS 578T,MDA-MB-468,SR,BT-549,K-562,MDA-MB-231,MCF7
Cc1cccc([N+](=O)[O-])c1N,109,106,97,102,117,109,109,101
Cc1n[nH]c2ccc([N+](=O)[O-])cc2c1=O,99,115,114,93,107,99,101,90
CC(C)(C)C1CCC(O)(Cc2ccccc2)CC1 (configuration not stated),94,99,104,110,99,84,112,104
Cc1ccc(NC(=S)NC(=O)c2ccccc2)nc1,69,102,98,86,102,100,89,47
CC(=O)Nc1nc(C)c(C(=O)N/N=C/c2cccs2)s1,68,85,99,81,120,108,89,76
CONC[C@]1(C)C=C2C(=O)[C@](C)(O)C3(CC3)C(C)=C2[C@H]1O,0.0*,-12*,-91*,·,-64*,2.9*,-34*,-36*
O=C1Nc2ccccc2/C1=N/c1nc(-c2ccc(F)cc2)cs1,77,83,84,82,78,78,76,80
Cn1cc(-c2nn3cc(-c4ccccc4)nc3s2)c2ccccc21,60,62,71,13,78,29,67,56
Cn1cc(-c2nnc(-c3cn(C)c4ncccc34)o2)c2ccccc21,12,31,-11*,19,42,10,39,20
O=C(CI)NC1Oc2ccccc2-c2oc(=O)c(-c3ccccc3)cc21 (configuration not stated),-42*,44,-42*,-34*,-56*,-13*,-69*,-53*
CCCCCCN(CCCCCC)CC(O)c1cccc2ccc(Cl)cc12 (configuration not stated),·,61,88,·,99,33,43,56
O=C(OCCCCOC(=O)n1cnc2ccccc21)n1cnc2ccccc21,92,90,112,85,104,101,95,97
COC(=O)/C=C/c1cccc2c1C(=O)NC(C)(c1cc3cc4ccccc4cc3oc1=O)N2 (configuration not stated),72,29,41,28,45,47,29,47
CN(C)S(=O)(=O)O[C@@H]1C(=O)N(c2cc3c4ccccc4ccc3c3ccccc23)[C@H]1c1ccc(F)cn1,80,94,99,79,97,90,85,79

# Additional results:
SMILES,T-47D,HS 578T,MDA-MB-468,SR,BT-549,K-562,MDA-MB-231,MCF7
Cl.Fc1c[c-]c(-c2ccccn2)c(F)c1.[Pt].c1ccc([PH+](CC[PH+](c2ccccc2)c2ccccc2)c2ccccc2)cc1,-65*,-45*,-79*,-6.0*,-69*,-11*,-74*,-75*
O=C(CSc1nnc(-c2ccc3nc(-c4ccccc4)[nH]c3c2)o1)Nc1ccc(C(=O)/C=C/c2ccc(Cl)cc2)cc1,88,106,110,96,98,108,96,83
C#C[C@]1(O)CCC2C3CCc4cc(O)ccc4C3CC[C@@]21C (some centres not stated),50,4.6*,12,8.3*,37,13,67,34
CCCCOc1ccc(NCS(=O)O)cn1,·,105,101,97,110,96,92,94
Cc1ccc2nc(C)c(C(=O)NCc3ccc(OCc4cn(Cc5ccccc5)nn4)cc3)n2c1,62,101,75,·,98,·,82,91
NC(=O)COc1nc(-c2ccco2)cc(-c2ccc(Cl)cc2Cl)n1,96,101,92,85,97,98,100,73
COc1ccc(/C=c2\c(=O)n(-c3ccccc3)c3nnc(N4NC5=C(CCc6ccccc65)C4c4ccc(Cl)cc4)n23)cc1 (configuration not stated),·,113,92,52,89,49,74,43
COc1ccc(-c2nc3ccccc3s2)cc1S(=O)(=O)O,90,106,108,102,99,99,90,95
CN1CCN(CC(O)CO)CC1 (configuration not stated),117,114,126,81,107,88,111,103
O=C(NCc1ccco1)Nc1ccc(Cl)cc1,96,98,99,85,106,99,103,103
CC(=O)Nc1nc(C)c(CCC2OCCO2)c(Cl)n1,96,102,117,97,·,·,100,96
NCCSSCCN,101,102,100,100,102,112,98,99
O=NN(CCCl)C(=O)NCCc1cccc[n+]1[O-],94,109,106,102,116,109,106,92
CCCN(CCC)C(C)C(O)c1ccc2cc(Br)c3ccccc3c2c1 (configuration not stated),99,·,110,50,81,38,73,99
COc1cc(/C=C2/C=C(c3ccc(C(C)(C)C)cc3)N(CCc3ccc(S(N)(=O)=O)cc3)C2=O)cc(OC)c1OC,18,70,56,18,48,24,60,13
Cc1nc(/N=C(N)/N=C(\N)c2ccccc2)sc1C,83,94,38,63,96,51,103,41
COC1=CC(=NCCC(=O)O)C[C@@H](C)[C@]12Oc1c(Cl)c(OC)cc(OC)c1C2=O,99,106,96,107,117,93,89,100
COc1ccc(/C=c2\nc3n(-c4ccccc4)c4n(n-3c2=O)C(=O)C(Cc2c[nH]c3ccccc23)N=4)cc1 (configuration not stated),·,106,118,89,104,90,86,92
O=C1CCN(c2ccccc2)N1,91,97,104,110,98,40,93,96
Cc1ccc(NC(=O)c2cc(NCc3cc(O)ccc3O)ccc2O)cc1,76,86,87,20,64,71,78,76
N#Cc1ccc(-c2nn(-c3ccc(C(=O)O)cc3)cc2CNc2cccc(Br)c2)cc1,35,53,66,40,1.5*,46,89,48
NC1CCC(Nc2nc(NCc3cc(Cl)ccc3O)c3ncn(C4CCCC4)c3n2)CC1 (configuration not stated),-28*,-1.9*,-51*,-16*,-21*,-23*,-17*,-59*
O=C(O)CCn1c(O)c(/C=C2/C=c3cc4c(cc3=NC2=O)OCO4)sc1=S,101,102,100,·,113,99,105,88
C=COC(=O)CCCCC,114,135,105,·,99,·,99,107
C[C@H]1[C@H](C)CC[C@]2(C(=O)N3CCCNCC3)CC[C@]3(C)C(=CC[C@@H]4[C@@]5(C)CCC(=O)C(C)(C)[C@@H]5CC[C@]43C)[C@H]12,91,89,103,·,135,·,92,76
CC(C)(C)NC(=O)Nc1ncccc1OCc1cccc(Cl)c1,70,112,84,80,97,73,91,83
COc1ccc(C(Cl)C(F)(F)F)cc1 (configuration not stated),99,·,108,78,96,92,102,92
CS(=O)(=O)Nc1cc(-c2ccc3ncnc(Nc4cccc(Cl)c4)c3c2)cnc1Cl,-23*,-14*,-56*,0.4*,-15*,19,8.0*,5.3*
CCc1ncc(C[n+]2csc(CCO)c2C)c(N)n1,114,100,117,106,111,87,110,88
CCOc1ccc(/C=N\Nc2ccc([N+](=O)[O-])cn2)cc1OCC,99,94,148,111,104,106,90,106
CC[C@H](Nc1nc(N)nc(C)c1C#N)c1nc2cccc(NCCCCCC(=O)NO)c2c(=O)n1-c1ccccc1,1.3*,13,12,68,39,77,62,32
CCCC(=O)OC(C)COc1ccccc1C(C)CC (configuration not stated),95,112,104,102,88,105,100,99

# High-throughput results deposited in PubChem BioAssay by NCI.
